# SNCA expr inh – Primary qHTS assay for inhibitors of alpha-synuclein gene (SNCA) expression. HEK-293 SNCA-luciferase knock-in, luminescence, 24 h. Potency, µM (titrated, usually from 57.2 µM), for the others: at the highest dose activity change, negative = inhibition, hits mostly inhibitors. actives 0.17% (n = 140,000). AID 1671194, 2021;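 also: potency is read from the fitted curve at half-maximal effect; plate controls were DMSO cells for no effect and cell-free wells for full effect; nearly all actives have a fitted effect of over 45% in size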
# IP6K1 inh – Primary qHTS assay for small molecule inhibitors of Inositol hexaphosphate kinase 1 (IP6K1); Inositol hexakisphosphate kinase 1 (Homo sapiens), Q92551; IP6K1 kinase, ADP-Glo luminescence, 2 h; stronger effect = lower value; activity change, % (series mostly up to about 58 µM); actives 0.81% (n = 140,000); AID 1645851, 2021; in the data active = activity change below about -25%
# Target sequence (Q92551 whole entry, looked up): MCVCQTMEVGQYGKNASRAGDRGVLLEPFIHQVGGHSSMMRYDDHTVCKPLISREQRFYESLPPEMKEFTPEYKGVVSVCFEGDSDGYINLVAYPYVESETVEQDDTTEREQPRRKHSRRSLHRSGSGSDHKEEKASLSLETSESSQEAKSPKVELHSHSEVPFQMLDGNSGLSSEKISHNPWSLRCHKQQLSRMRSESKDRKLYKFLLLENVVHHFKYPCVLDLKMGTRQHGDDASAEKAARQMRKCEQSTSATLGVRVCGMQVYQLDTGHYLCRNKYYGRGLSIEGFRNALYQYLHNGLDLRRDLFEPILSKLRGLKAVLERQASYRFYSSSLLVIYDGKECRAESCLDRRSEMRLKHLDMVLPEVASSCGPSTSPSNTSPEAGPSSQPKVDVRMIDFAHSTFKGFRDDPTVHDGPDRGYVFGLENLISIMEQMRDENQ
#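 ADP-Glo luminescence measures ADP made by human IP6K1 during a 2 h RT reaction with ATP/IP6 (mix at 1.3 mM/130 uM); top library doses 57.5 and 19.1 uM final.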
# Luciferase inh – Firefly luciferase inhibition profiling of diverse chemical library using quantitative high-throughput screening; actives 2.5% (n = 76,000); Luciferin 4-monooxygenase (Photinus pyralis), P08659; Potency, µM (highest dose often 115 µM), for inactives: at the highest dose activity change, negative = inhibition, usual class: inhibitors; purified P. pyralis luciferase, luminescence, biochemical; AID 1347043, 2019; also: potency is read from the fitted curve at half-maximal effect; nearly all actives have a fitted effect of over 65% in size
# Target sequence (P08659 whole entry, looked up): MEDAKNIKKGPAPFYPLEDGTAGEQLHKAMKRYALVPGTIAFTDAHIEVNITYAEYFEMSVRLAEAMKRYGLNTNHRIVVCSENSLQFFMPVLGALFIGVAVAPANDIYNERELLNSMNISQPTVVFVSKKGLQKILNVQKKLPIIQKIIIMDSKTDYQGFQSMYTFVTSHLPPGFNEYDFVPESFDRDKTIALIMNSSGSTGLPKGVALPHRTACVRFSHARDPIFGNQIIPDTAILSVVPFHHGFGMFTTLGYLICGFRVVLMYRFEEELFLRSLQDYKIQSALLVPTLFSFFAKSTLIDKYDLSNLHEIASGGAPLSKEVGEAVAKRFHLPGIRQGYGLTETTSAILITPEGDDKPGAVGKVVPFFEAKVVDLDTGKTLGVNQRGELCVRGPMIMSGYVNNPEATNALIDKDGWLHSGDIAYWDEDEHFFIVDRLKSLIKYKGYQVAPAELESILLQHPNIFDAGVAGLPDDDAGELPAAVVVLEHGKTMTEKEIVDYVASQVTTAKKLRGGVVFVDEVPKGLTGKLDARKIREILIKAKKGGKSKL
#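 FLuc 10nM, D-luciferin 10uM, ATP 10uM, Mg acetate 10mM, Tris acetate pH 7.5, Tween/BSA; cpd qHTS; enzyme added last; CCD luminescence.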
# SNCA viab count – GF-AFC viability counterscreen for inhibitors of alpha-synuclein gene (SNCA) expression | HEK-293-SNCA-luc viability, GF-AFC fluorescence, 24 h | actives 0.12% (n = 150,000) | AID 1671193, 2021 | Potency, µM (doses to about 57.1 µM), without a hit: at the top dose activity change, negative = cytotoxicity, usual class: cytotoxic;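 also: potency is read from the fitted curve at half-maximal effect; 0% = DMSO-treated cells and -100% = medium-only wells without cells; nearly all actives have a fitted effect of over 30% in size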
#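 HEK-293-SNCA-luc cells (1500/well) plated 24 h, then exposed 24 h to a dilution series; GF-AFC added 30 min at 37C, fluorescence 405/540 nm; normalised to medium-only and DMSO wells, Hill fit.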
# HEK293 tox – Cytotoxic Profiling in HEK 293 Cell Line of Diverse Libraries Using Quantitative High-Throughput Screening | Potency, µM (top dose mostly 115 µM), for the others: at the top dose activity change, negative = cytotoxicity, actives largely listed as inhibitors | actives 6.6% (n = 94,000) | HEK 293 viability, ATP luminescence (CellTiter-Glo), 48-72 h; also: potency is read from the fitted curve at half-maximal effect; nearly all actives have a fitted effect of over 60% in size
#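 Viability of HEK 293 cells, plated at 250 cells/well, was judged by cellular ATP after compound treatment for 48 or 72 hr. Luminescence was imaged 10 min after CellTiter-Glo addition at room temperature.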
# NIH3T3 tox – Cytotoxic Profiling in NIH 3T3 Cell Line of Diverse Libraries Using Quantitative High-Throughput Screening. NIH 3T3 viability, CellTiter-Glo ATP luminescence, 48-72 h. Potency, µM (series often up to 96.7 µM), without a hit: at the highest dose activity change, negative = cytotoxicity, most hits filed as inhibitors. actives 4.3% (n = 94,000); also: potency is read from the fitted curve at half-maximal effect; nearly all actives have a fitted effect of over 55% in size
#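 Viability of NIH 3T3 cells after 48 or 72 hr compound treatment at 37 °C was assessed by CellTiter-Glo, with luminescence imaged following a 10 min room-temperature step.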
# GPT2 inh – Primary qHTS assay for inhibitors of Glutamate pyruvate transaminase 2 (GPT2); Alanine aminotransferase 2 (Homo sapiens), Q8TD30; Recombinant GPT2, coupled pyruvate oxidase/HRP Amplex Red fluorescence; Potency, µM (titrated, usually from 57.7 µM), without a hit: top-dose activity change, negative = inhibition, most hits filed as inhibitors; actives 0.25% (n = 100,000); AID 1671188, 2021; also: potency is read from the fitted curve at half-maximal effect; nearly all actives have a fitted effect of over 60% in size; many of its hits are not listed in these tables
#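 GPT2 10ng/uL, a-KG 250uM, L-Ala 2mM, HEPES pH7.5 + 0.0001% Tween; 30 min RT. Then Amplex mix (PO/HRP/ThPP), 30 min RT dark, fluorescence. AOA 50uM used as positive control.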
# * hit, by the source's call; i = inactive; ? = inconclusive; . = no result given; & = joins results of further samples; [ ] = remark or other dose. Unless noted, calls follow the shape of the dose curve; as a rule, active = well fitted curve in the direction sought with a large enough effect; inconclusive = small, poorly fitted or top-dose-only effect, or another doubt; inactive = no such curve, though single readings can be large; an effect the other way counts as inactive or inconclusive. Unless noted, % is scaled to controls: 0 for no effect and ±100 for the full control effect. Compounds were not picked by outcome; 7.7% or so of the library scored in one or more.
1) CC1(C)CN(C(=O)c2ccnc(-n3cnnc3)c2)CC1(C)O (configuration not stated)
2) C[S+](=O)([O-])N1CCC(c2nnc3n2C(C(=O)NCc2ccc(F)cc2)CC3)CC1 (configuration not stated)
3) Cn1nc(C(=O)N2CCC3(CC2)CC(OCC2CC2)CCO3)c2ccccc21 (configuration not stated)
4) O=C1NCc2ccccc2CC12CCCN2Cc1cccc(Cl)c1 (configuration not stated)
5) N#Cc1cccc(N2CCC(Oc3ccc(Cl)cc3)(C(=O)O)CC2)n1
6) Cc1ccc(-c2nc3scc(CCNC(=O)Cc4ccc(Cl)cc4)n3n2)cc1
7) CC1=C(C(=O)Nc2ccc(Cl)cc2)C(CC(C)C)n2nc(SCc3ccccc3C)nc2N1 (configuration not stated)
8) O=C(c1ccc2c(c1)N(Cc1c(F)cccc1Cl)C(=O)c1ccccc1S2)N1CCOCC1

assay / entry,1,2,3,4,5,6,7,8
SNCA expr inh,-7%,21%&0%,-8%,?,14%,-4%,35%,?
GPT2 inh,i,3%,i,i,-12%,.,.,.
HEK293 tox,-1%,2%&-4%,?,?,?,.,.,.
IP6K1 inh,3,-4&-3,6,-11,3,5,-4,4
NIH3T3 tox,i,-10%&-20%,-22%,?,-15%,.,.,.
SNCA viab count,-6%,16%&2%,2%,-24%,4%,?,25%,-26%
Luciferase inh,10%,.,-5%,.,6%,.,.,.

9) Cc1nn(-c2ccccc2)c2c1C(C(C)C)N(C1CCN(C(=O)c3ccccc3Cl)C1)C2=O (configuration not stated)
10) COCCNC(=O)c1ccc2oc(-c3ccncc3Cl)nc2c1
11) CS(=O)(=O)N(C1CCOCC1)C1CN(C(=O)c2ccccn2)C1
12) O=C(Cn1ncn2cccc2c1=O)NCc1cccc(Br)c1
13) COC(=O)CNC(=O)c1ccc2oc(-c3ccncc3)nc2c1
14) CCC(C)n1c(=N)c(S(=O)(=O)c2ccccc2)cc2c(=O)n3ccccc3nc21 (configuration not stated)
15) CC(C)N(C)Cc1ccc(-c2nc(-c3cccnc3)cc(=O)[nH]2)cc1
16) Cc1nn(-c2ccccc2)c2c1C(C(C)C)N(C1CCN(C(=O)Nc3ccc(Cl)cc3)C1)C2=O (configuration not stated)

assay / entry,9,10,11,12,13,14,15,16
SNCA expr inh,.,?,6%,84%[activator],?,-6%,3%,.
GPT2 inh,.,i,0%,.,-2%[88.5 µM],.,i,.
HEK293 tox,?,?,-25%,.,-18%[172 µM],.,-23%,?
IP6K1 inh,-4,-4,9,21,-6,8,11,17
NIH3T3 tox,?,-17%[138 µM],-5%,.,-9%[138 µM],.,-18%,?
SNCA viab count,.,4%[12.5 µM],1%,-10%,4%[87.6 µM],1%,-1%,.
Luciferase inh,.,.,5%,.,.,.,2%,.

17) CC(=O)N1CCc2cc(Br)cc(S(=O)(=O)NCCc3cccc(C)c3)c21
18) Fc1ccc(Cc2cn3cc(-c4ccc(F)cc4)nc3s2)cc1
19) CCCNC(=O)N(C1CCOCC1)C1CCN(C(=O)c2ccc(F)cc2)CC1
20) COc1ccc(C(=O)N2CCC(N3C(=O)c4c(c(C)nn4-c4ccccc4)C3C(C)C)C2)cc1 (configuration not stated)
21) COc1ccccc1OC(C)C(=O)N1CCN(CCc2ccccn2)CC1 (configuration not stated)
22) CN(C)C[C@@H]1CN(c2ncccn2)C[C@H]1NC(=O)Cc1c[nH]c2ccccc12
23) O=Cc1ccc(-c2cc(C(F)(F)F)ccc2Cl)cc1
24) O=C(C1CC1)N1CCC(C(=O)N2CC(OCc3ccccc3)C2)CC1

assay / entry,17,18,19,20,21,22,23,24
SNCA expr inh,-26%,?,4%,.,20µM*,?,-13%[87.6 µM],11%
GPT2 inh,.,.,i,.,.,i,-6%[88.5 µM],i
HEK293 tox,.,.,-5%,?,.,-2%,-1%[172 µM],5%
IP6K1 inh,4,-4,-13,14,-11,18,-14,-3
NIH3T3 tox,.,.,-25%,?,.,-7%,-3%[138 µM],-6%
SNCA viab count,22%,0%,4%,.,-3%,-2%,-8%[87.6 µM],-1%
Luciferase inh,.,.,-10%,.,.,5%,.,3%

# Entries listed so far containing fluorine:
2) C[S+](=O)([O-])N1CCC(c2nnc3n2C(C(=O)NCc2ccc(F)cc2)CC3)CC1 (configuration not stated)
8) O=C(c1ccc2c(c1)N(Cc1c(F)cccc1Cl)C(=O)c1ccccc1S2)N1CCOCC1
18) Fc1ccc(Cc2cn3cc(-c4ccc(F)cc4)nc3s2)cc1
19) CCCNC(=O)N(C1CCOCC1)C1CCN(C(=O)c2ccc(F)cc2)CC1
23) O=Cc1ccc(-c2cc(C(F)(F)F)ccc2Cl)cc1

assay / entry,2,8,18,19,23
SNCA expr inh,21%&0%,?,?,4%,-13%[87.6 µM]
GPT2 inh,3%,.,.,i,-6%[88.5 µM]
HEK293 tox,2%&-4%,.,.,-5%,-1%[172 µM]
IP6K1 inh,-4&-3,4,-4,-13,-14
NIH3T3 tox,-10%&-20%,.,.,-25%,-3%[138 µM]
SNCA viab count,16%&2%,-26%,0%,4%,-8%[87.6 µM]
Luciferase inh,.,.,.,-10%,.

# Other results.
25) O=C(NC1CCN(c2cc(-c3ccccc3)[nH]n2)CC1)c1ccc2c(c1)OCO2
26) CC(CC(=O)Nc1ccc(F)cc1)S(=O)(=O)c1cc2c3c(c1)CCN3C(=O)CC2 (configuration not stated)
27) O=C(O)CCCc1ccccc1
28) C[C@H]1CN(C(=O)Cc2ccccc2)C[C@@H]1c1nc(-c2ccncc2)no1
29) Cc1ccc(/C=C(\C#N)C(=O)Nc2ccc(Br)cc2)o1
30) CC(=O)N1c2ccc(S(=O)(=O)N3CCCCCC3)cc2CC1C(=O)NCc1ccccc1C (configuration not stated)
31) CCOc1ccc(NC(=O)c2cnn(-c3ccccc3)c2-n2cccc2)cc1
32) COc1ccc(Cl)cc1C(=O)NCc1nnnn1-c1ccccc1

assay / entry,25,26,27,28,29,30,31,32
SNCA expr inh,101%[activator],-3%,-34%[25.6 µM],-15%,125%[activator],-6%,8%,-13%
GPT2 inh,-11%,.,1%,-7%,.,.,.,.
HEK293 tox,?,.,.,?,.,.,.,.
IP6K1 inh,-7,12,-8,11,-7,0,0,46
NIH3T3 tox,?,.,.,-10%,.,.,.,.
SNCA viab count,4%,-2%,-9%[23.9 µM],3%,-14%,-8%,-4%,4%
Luciferase inh,-14%,.,.,-5%,.,.,.,.

33) O=C(NC1CCCN(c2ccnc3ccnn23)C1)c1ccncc1 (configuration not stated)
34) CCc1nc(-c2c3n(c(=O)n(CC(=O)Nc4cc(C)cc(C)c4)c2=O)CCCC3)no1
35) COCc1cc(C[C@@H]2CC[C@H](O)[C@@H](CNCc3cccc(F)c3)O2)no1
36) CSc1ccc(-c2cccc(C(=O)NCC(=O)NCc3ccccc3)c2)cc1
37) COc1ccc(C(=O)N2CCC3(CC2)CC(Cc2nc(C4CC4)no2)CCO3)c(OC)n1 (configuration not stated)
38) CCC(CC)C(=O)N1CCC2(CC1)C(=O)N(CC)c1ccccc12
39) Cc1cccc(OCc2nnc(SCC(=O)Nc3ccc(C)cc3C)o2)c1
40) CC1CC(=O)[C@]2(O)C(C(=O)OCCc3ccc(O)cc3)=CO[C@@H](O[C@@H]3O[C@H](CO)[C@@H](O)[C@H](O)[C@H]3O)[C@H]12 (some centres not stated)

assay / entry,33,34,35,36,37,38,39,40
SNCA expr inh,?,36%[activator],11%[87.6 µM],-11%,-13%,-1%,-20%,.
GPT2 inh,i,-1%,3%[88.5 µM],i,-5%,2%,.,?
HEK293 tox,?,13%,?,?,?,?,.,.
IP6K1 inh,14,19,-12,1,-8,9,5,-2
NIH3T3 tox,-28%[138 µM],i,-1%[174 µM],?,-24%,-10%,.,.
SNCA viab count,4%[87.6 µM],-4%,-3%[87.6 µM],-25%,-5%,11%,7%,-4%[23.9 µM]
Luciferase inh,.,-4%,-5%[172 µM],.,2%,51%,.,.

# In a second layout: results already given.
# Below each SMILES – SNCA expr inh, GPT2 inh, HEK293 tox, IP6K1 inh, NIH3T3 tox, SNCA viab count, Luciferase inh
15: CC(C)N(C)Cc1ccc(-c2nc(-c3cccnc3)cc(=O)[nH]2)cc1
 : 3%, i, -23%, 11, -18%, -1%, 2%
16: Cc1nn(-c2ccccc2)c2c1C(C(C)C)N(C1CCN(C(=O)Nc3ccc(Cl)cc3)C1)C2=O (configuration not stated)
 : ., ., ?, 17, ?, ., .

# Additional entries:
41) COc1cccc(S(=O)(=O)N2CC3(Cc4ccccc4NC3=O)C2)c1
42) CCCCOC(=O)c1ccc(NC(=O)Cn2nnc3sc4c(c3c2=O)CCCC4)cc1
43) COc1ccc(CNC(=O)C[C@@H]2CCNC[C@@H]2Cc2cc(-c3ccc(F)cc3)on2)cc1
44) CN(C)C(=O)c1cc(-c2cccnc2)nc2c1cnn2C
45) Cc1nc(-c2c3n(c(=O)n(Cc4ccccc4C)c2=O)CCCCC3)no1
46) Cc1nc2c(-c3ccc(F)cc3)c(C)nn2c(C)c1CCC(=O)NCc1ccc(F)cc1
47) CC(C)N(CCC(=O)c1ccc2ccccc2c1)Cc1ccccc1
48) CN(Cc1cccnc1)c1ccc2ncc(Nc3ccc(F)cc3)n2n1
49) COc1cc(O)cc(C)c1C(=O)OC1C(CO)OC(n2ccc(=O)[nH]c2=O)C1OC(C)=O (configuration not stated)
50) COc1cccc(CNC(=O)c2cc(-c3ccc(F)cc3)c3nncn3n2)c1
51) O=C(NC1CCN(c2cc(-c3ccc(Cl)cc3)[nH]n2)CC1)c1ccccc1F

assay / entry,41,42,43,44,45,46,47,48,49,50,51
SNCA expr inh,1%,-19%,-8%,-20%[87.6 µM],-3%,-4%,8%,-29%[87.6 µM],.,-13%,3%
GPT2 inh,-1%,.,i,-3%[88.5 µM],-27%,.,?,?,i,i,0%
HEK293 tox,-1%,.,79µM*,-29%[172 µM],-28%,.,.,79µM*,.,?,?
IP6K1 inh,-11,12,7,16,2,2,-12,-13,10,7,-4
NIH3T3 tox,4%,.,?,-28%[138 µM],?,.,.,?,.,?,?
SNCA viab count,-15%,6%,11%,2%[87.6 µM],-11%,-6%,?,4%[87.6 µM],-13%[23.9 µM],-12%,-8%
Luciferase inh,.,.,-11%,.,0%,.,.,-13%[172 µM],.,.,8%
